Arrestin-AP2 inh = human beta-arrestin and AP2 interaction inhibition. inhibition, % at 10 µM. 340,000 tested, 0.31% active. FITC-arrestin peptide / GST-AP2 beads, flow cytometry; AP2 beta2 appendage carries R879A mutation;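 active = inhibition above a set limit, near 3 SD of compounds lacking own fluorescence, cut at about 54% in these data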;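 note: plate controls were DMSO wells for no effect and 5 µM unlabelled arrestin peptide for full effect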
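test system = AP2 appendage R879A on GSH beads | buffer or medium = PBS plus Tween 20 (0.05%) and BSA (0.1%) | incubation = 12 min plus 1 h, RT | detection = bead flow cytometry, FITC channel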
PKA-R2B activ = activates the human PKA-R2B holoenzyme complex; activation, % at 11.4 µM; 340,000 tested, 0.079% active; PKA-R2B holoenzyme dissociation, Cy5-IP20 fluorescence polarization; R2B truncated from residue 108, S112A mutant; 0% DMSO only, 100% 113 µM cGMP;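 active = activation above a cutoff set at the mean over all compounds plus 3 SD, cut at about 18% in these data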;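 note: higher means more holoenzyme dissociation and a rise in polarization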
Target sequence (P31323 whole entry, looked up, other chains not shown, the tested form may be a part): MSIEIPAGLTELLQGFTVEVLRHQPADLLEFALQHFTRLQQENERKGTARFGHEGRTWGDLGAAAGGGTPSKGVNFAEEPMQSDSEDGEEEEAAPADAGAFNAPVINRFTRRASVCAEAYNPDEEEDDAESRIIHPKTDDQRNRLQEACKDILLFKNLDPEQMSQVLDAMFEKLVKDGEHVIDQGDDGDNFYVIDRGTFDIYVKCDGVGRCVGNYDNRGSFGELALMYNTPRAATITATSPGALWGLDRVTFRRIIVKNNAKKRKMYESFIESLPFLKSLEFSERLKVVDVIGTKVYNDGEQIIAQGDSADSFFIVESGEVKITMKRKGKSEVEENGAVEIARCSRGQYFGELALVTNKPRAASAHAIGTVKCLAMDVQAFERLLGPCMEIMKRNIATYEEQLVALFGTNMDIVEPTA
DAGLB inh = diacylglycerol lipase beta (human) inhibition. HEK293T DAGLB membrane lysate, EnzChek fluorogenic substrate. AID 504411. inhibition, % at 5.17 µM. Q8NCG7. 340,000 tested, 0.059% active; in the data active = inhibition above about 34%;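 note: 0% = enzyme with vehicle and 100% = wells lacking enzyme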
Keap1-Nrf2 PPI = inhibitors of human Keap1-Nrf2 protein-protein interaction; Keap1 Kelch-Nrf2 peptide fluorescence polarization, 1536-well; AID 504523; 340,000 tested, 0.15% active; inhibition, % at 9.4 µM; Q14145; in the data active = inhibition above about 12%; inconclusive = no clear call, values can overlap the other calls; inactive = below about 7.3%;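 note: human Keap1 Kelch domain with fluorescein labeled Nrf2 9mer peptide probe; 0% = neutral control wells and 100% = peptide positive control; higher means more block of Keap1 binding to Nrf2 peptide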
SR-BI DiI inh = inhibitors of mouse SR-BI mediated HDL lipid uptake. inhibition, % at 12.5 µM. 320,000 tested, 0.96% active. Q61009. ldlA[mSR-BI] CHO cells, DiI-HDL uptake fluorescence, 3 h;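 active = mean replicate inhibition of at least 70% and a set share of replicates each scoring 70 or more; inconclusive = meets just one of the two criteria; inactive = fails both criteria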;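 note: 0% = median of neutral control wells and 100% = median of positive control wells; values of inactives mirror those of a sister screen read the other way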
Target sequence (Q61009 whole entry, looked up): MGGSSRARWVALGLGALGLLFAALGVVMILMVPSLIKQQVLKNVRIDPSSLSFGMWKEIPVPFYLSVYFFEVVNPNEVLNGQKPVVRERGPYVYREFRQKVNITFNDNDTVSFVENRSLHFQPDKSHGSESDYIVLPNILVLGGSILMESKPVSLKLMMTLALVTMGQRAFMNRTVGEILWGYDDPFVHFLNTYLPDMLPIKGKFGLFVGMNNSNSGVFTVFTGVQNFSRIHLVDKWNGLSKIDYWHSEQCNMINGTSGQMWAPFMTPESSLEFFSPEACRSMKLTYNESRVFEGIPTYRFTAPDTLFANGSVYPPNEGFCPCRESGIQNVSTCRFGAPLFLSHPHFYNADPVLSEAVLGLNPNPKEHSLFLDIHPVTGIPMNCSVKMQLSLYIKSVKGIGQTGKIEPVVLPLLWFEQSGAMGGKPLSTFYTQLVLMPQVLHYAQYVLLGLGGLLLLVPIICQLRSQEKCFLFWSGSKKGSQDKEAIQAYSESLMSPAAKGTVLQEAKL
PvdQ acylase = blocks Pseudomonas aeruginosa PvdQ acylase activity; 340,000 tested, 0.063% active; purified PvdQ acylase, fluorescence plate reader; inhibition, % at 10 µM; in the data active = inhibition above about 30%, passing the limit was not always enough; inconclusive = no clear call, values can overlap the other calls;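 note: 0% = vehicle neutral wells and 100% = reference inhibitor wells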
Cardiac RTF inh = cardiac RTF calcium desensitization. IANBD-labeled cardiac RTF, Ca2+ fluorescence. 340,000 tested, 0.12% active. P19429+P45379. inhibition, % at 7.15 µM;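 active = inhibition above the mean inhibition of all tested compounds plus 3 SD, cut at about 17% in these data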;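 note: assay run at fixed EC70 calcium of 1.6 mM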
C-LANA FP = blocks KSHV LANA C-terminal domain binding to DNA; MBP-C-LANA/FAM-LBS DNA binding, fluorescence polarization; inhibition, % at 9 µM; 340,000 tested, 0.078% active;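 active = highest replicate inhibition at or above 60% at 9 µM, even if other replicates fall short; inactive = all replicates below 60% inhibition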;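 note: 0% = neutral control wells and 100% = 4 µM acridine orange control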
NSD2 inh = NSD2 (human) methyltransferase inhibition. O96028. NSD2 peptide methylation, AlphaScreen, 120 min. inhibition, % at 12.5 µM. 310,000 tested, 0.54% active. AID 743445; in the data active = inhibition above about 50%
SR-BI DiI-HDL act = activators of SR-BI mediated HDL lipid uptake; activation, % at 12.5 µM; 320,000 tested, 0.096% active; CHO ldlA[mSR-BI] cells, DiI-HDL uptake fluorescence, 3 h; 100 = double the neutral-control signal; AID 504775;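 active = mean replicate activation of at least 60% and every replicate at or above 60%; inconclusive = mean or all-replicate condition met, but not both; inactive = mean below 60% and not all replicates reaching 60%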;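 note: 0% = median plate neutral-control signal and 100% = twice that signal; values of inactives mirror those of a sister screen read the other way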
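Test system: SR-BI-overexpressing, LDLR-lacking CHO cells. Measured by: DiI fluorescence, bottom read. Medium: Ham's F12 with 0.5% BSA, HEPES 25 mM, pH 7.4. Timing: 3 h uptake period with compound, 37 °C.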
Starred values were filed as active, the others as inactive; ? = inconclusive; nt = not tested or not shown.

SMILES	Arrestin-AP2 inh	PKA-R2B activ	DAGLB inh	Keap1-Nrf2 PPI	SR-BI DiI inh	PvdQ acylase	Cardiac RTF inh	C-LANA FP	NSD2 inh	SR-BI DiI-HDL act
O=C(NCCNS(=O)(=O)c1ccccc1)c1cc(OCC(F)(F)F)ccc1OCC(F)(F)F	2	-2	-1	-1	10	13	-13	-1.3	nt	-10
CCc1cccc(C)c1N=Cc1c(O)c2ccccc2oc1=O	-2	-8	-7	-4	22	-17	-3	1.5	23	-22
COc1ccc(NC(=O)CN2CCCCC2)cc1S(=O)(=O)N1CCCCC1	11	-1	0	1	3	-15	-1	0.5	8	-3
COc1ccc(NC(=O)C2CC(=O)N/C(=N/N=C/c3ccccc3)S2)cc1 (centres undefined)	7	6	1	2	-22	5	-6	0.9	-2	22
O=C1C[C@@H]2CCN3C(=O)CCC[C@@H]([C@H]23)[C@@H]1Cc1ccccc1	-3	0	1	5	-22	-5	-9	-0.5	nt	22
O=C(O)CCCN1C(=O)C(=O)/C(=C(/O)c2ccc(Cl)cc2)C1c1ccccc1 (centres undefined)	3	-1	6	-5	-2	-12	7	-0.7	0	2
COc1ccc(-c2ccc(-c3cc(=O)oc4c(C(C)C)ccc(C)c34)cc2)cc1	1	1	-2	-5	35	-1	-4	0.9	nt	-35
CC(C)(C)c1ccc(NC(=O)Nc2ccc(OCC(=O)N3CCOCC3)cc2)cc1	-2	-2	4	1	0	-7	-3	-3.5	-2	0
C=CCN(CC=C)c1ncnc2[nH]ncc12	2	-8	2	-2	-56	-18	-7	-0.1	34	56
CC(C)=CCc1c(O)c(CC=C(C)C)c2occ(-c3ccc(O)cc3)c(=O)c2c1O	9	-7	-4	-4	43	-9	-3	-0.4	nt	-43
CC1(CCc2ccccc2)NC(=O)N(CC(=O)N2CC(=O)Nc3ccccc32)C1=O (centres undefined)	0	1	-1	5	nt	-2	6	0.0	nt	nt
Cc1c(C(=O)N2CCN(Cc3ccccc3)CC2)sc2ncnc(N3CCOCC3)c12	2	1	-3	-4	-3	-14	-8	-0.7	nt	3
COc1ccc(C(C)=O)cc1CC(=O)NC1CCCCCC1	3	-4	1	-4	5	-4	4	0.1	-2	-5
CC1=CC(=Nc2c(C)n(C)n(-c3ccccc3)c2=O)C=C(C)C1=O	7	-3	3	-6	nt	-11	-5	-1.7	10	nt
O=C(COC(=O)C(O)c1ccccc1)NC12CC3CC(CC(C3)C1)C2 (centres undefined)	1	-7	1	-2	-21	-7	-4	1.4	5	21
Cc1cc(NC(=O)c2ccc3nc(C)sc3c2)no1	6	1	-9	-7	23	10	-9	1.2	-1	-23
CCC(C)(C)NC(=O)CSc1nc(Cc2ccccc2)nc2ccccc12	19	0	-8	3	-19	1	-5	-0.3	0	19
COc1ccc([N+](=O)[O-])cc1NC(=O)CSc1nc(C)cc(C)n1	-1	-5	2	1	38	-2	-3	0.4	-2	-38
COc1ccc(N2CCN(C(=O)CSc3nnc(-c4ccc5[nH]c(C)c(C)c5c4)o3)CC2)cc1	21	-6	1	0	48	2	5	-1.5	-1	-48
O=C(NC1CC1)c1cccc(NC(=O)C2CCCC2)c1	4	10	-2	2	9	-19	-10	-0.7	nt	-9
Cc1ccnc2c(N3C(=O)C4C5C=CC(C5)C4(C)C3=O)cccc12 (centres undefined)	2	2	1	-3	0	-7	-2	-0.7	nt	0
Cc1cc(C)nc(/N=C(\N)Nc2ccc(S(=O)(=O)Nc3nccc(C)n3)cc2)n1	-24	-10	1	1	-16	5	-1	-6.8	-1	16
Cc1ccccc1CCNC(=O)C1CC(O)CN1C(=O)Nc1ccccc1 (centres undefined)	6	4	0	-5	3	-13	-5	-1.1	0	-3
CC(C)C(=O)NC(C)C(c1cccs1)N1CCOCC1 (centres undefined)	0	2	0	4	-15	0	-10	-1.1	0	15
COC(=O)c1sccc1NC(=O)c1cc(-c2cc(C)ccc2C)nc2ccccc12	7	-11	-2	1	40	-2	-1	3.9	-2	-40

(further entries)
SMILES	Arrestin-AP2 inh	PKA-R2B activ	DAGLB inh	Keap1-Nrf2 PPI	SR-BI DiI inh	PvdQ acylase	Cardiac RTF inh	C-LANA FP	NSD2 inh	SR-BI DiI-HDL act
CCC(C)(C)NC(=O)C1CCN(c2nc(C)cc(C)n2)CC1	5	0	1	-1	-29	11	-6	-1.6	27	29
O=CN1CCN(C(=O)Cc2ccc([N+](=O)[O-])cc2)CC1	2	-19	0	0	-22	10	-13	-1.1	-3	22
Cc1ccccc1SCC(=O)OCC(=O)N(C)c1c(N)n(Cc2ccccc2)c(=O)[nH]c1=O	9	-3	1	0	-2	8	7	0.0	-2	2
Cc1ccc(Cc2c(C)nc3nc(SCC(=O)NCc4ccco4)nn3c2C)cc1	23	0	0	-4	-25	-6	1	0.6	-2	25
COc1ccc(-n2nc(C)cc2N)cc1	30	-7	0	-3	-10	5	3	1.5	5	10
Cc1cc(NCc2ccccn2)n2c(nc3ccccc32)c1C#N	-2	-9	-1	0	26	-25	0	-0.4	-2	-26
O=C(NC(=S)Nc1ccccc1)c1csnn1	-11	4	-1	1	0	1	-5	2.0	nt	0
CCNC(=O)C12CCC(C)(c3nc4cc(C)c(C)cc4nc31)C2(C)C (centres undefined)	-8	-1	-4	-1	25	-7	-3	-0.3	-2	-25
CCOc1ccc(Br)cc1CN(CC)CC	19	-18	4	0	-19	-8	-6	0.2	0	19
Cn1nc(C(F)(F)F)c2cc(C(=O)Nc3ccc(Cl)cc3)sc21	1	3	-8	-4	83*	-16	-10	2.4	0	-83
COc1ccc(C(=O)N[C@H]2CCCCNC2=O)cc1OC1CCN(C(C)C)CC1	27	-2	-1	4	-8	-9	-6	0.8	12	8
O=C1CCC(c2ccc(-n3ccnc3)cc2)=NN1	-6	0	2	2	-12	-2	12	-0.9	nt	12
ON(CCc1ccccn1)Cc1ccccc1	7	2	0	2	-4	-5	-7	3.1	3	4
CCCCN1CC2=C(C1=O)C(c1ccc(O)cc1)NC(=O)N2C (centres undefined)	4	3	4	0	-21	0	-15	-0.6	-1	21
O=C(CSc1ccccc1C(=O)N1CCCCC1)NCC1CCCCC1	-7	0	-1	-1	-31	-15	-5	-0.6	-3	31
C=C(C)c1cccc(C(C)(C)NC(=O)Nc2ncccn2)c1	5	-8	4	1	-6	-5	-11	1.9	nt	6
COc1cc(NS(=O)(=O)c2ccc(N/C=C\C(=O)c3ccc(C)cc3)cc2)nc(OC)n1	-4	11	8	0	-10	-1	-2	0.4	-1	10
Cc1ccc(NC(=O)CNS(=O)(=O)c2ccc(F)cc2)cc1C	55*	0	2	0	21	3	1	1.1	0	-21
O=C(NC(Cc1ccccc1)C(=O)O)/C(=C/c1ccccc1)NC(=O)c1ccccc1 (centres undefined)	-6	-8	-2	-1	-15	-1	-9	-0.8	-3	15
CC(=O)c1c(-c2ccc(C)cc2)nc2c3ccccc3ccn12	-6	-6	-11	0	51	-15	-5	-1.4	-1	-51
CCCCNC(=S)Nc1cccc2cnccc12	-9	-7	-1	-2	-16	-18	5	2.4	1	16
CC1CCCCN1C(=O)c1cc(S(=O)(=O)N2CCOCC2)ccc1Cl (centres undefined)	-10	-8	-3	3	-15	-17	-3	2.0	-4	15
O=C(Oc1ccc2c(c1)CCC2)N1CCOCC1	2	-2	-2	-3	-20	-12	-2	0.7	4	20
CCN(C(=O)Nc1ccccc1OC)c1c(N)n(Cc2ccccc2)c(=O)[nH]c1=O	21	0	1	0	-27	2	6	1.2	0	27
COC(=O)C1C2C=CC3(CN(c4cccc(Cl)c4)C(=O)C13)O2 (centres undefined)	0	-2	0	-4	0	-13	-7	-0.9	nt	0

Further entries follow.
SMILES	Arrestin-AP2 inh	PKA-R2B activ	DAGLB inh	Keap1-Nrf2 PPI	SR-BI DiI inh	PvdQ acylase	Cardiac RTF inh	C-LANA FP	NSD2 inh	SR-BI DiI-HDL act
S=C1NC2(CCCC2)N=C1c1ccccc1	24	0	-2	-4	nt	-15	2	-0.6	-5	nt
COc1cc(NC(=O)C2CCN(S(=O)(=O)c3cccnc3)CC2)cc(OC)c1OC	24	0	-4	-9	-7	5	4	-0.5	25	7
CC(OC(=O)C1CC2CCCC(C1)C2=O)C(=O)Nc1cccc([N+](=O)[O-])c1 (centres undefined)	26	-4	-1	2	-6	4	-2	3.6	-1	6
CC(C)OC(=O)/C(=C\c1cccc2ccccc12)NC(=O)c1ccccc1	nt	14	-4	-2	13	-10	1	-0.2	-1	-13
O=C(/C=C/c1ccc(Cl)cc1Cl)N(Cc1ccc(Cl)cc1)C1CCS(=O)(=O)C1 (centres undefined)	41	-7	2	2	25	7	-9	0.6	12	-25
COc1cc(-c2cc(C(=O)Nc3ccncc3)c3ccccc3n2)cc(OC)c1OC	-7	-8	-2	3	?	13	1	0.6	-2	-71
CCCOc1ccc2c(=O)c(N3C(=O)c4ccccc4C3=O)c(C)oc2c1	-6	-1	-3	0	34	-11	-2	-0.7	6	-34
CC(C)(C)OC(=O)N1CCC(NC(=O)c2[nH]cnc2C(=O)Nc2ccccc2)CC1	11	9	-3	-4	-12	3	8	-1.3	nt	12
O=C(NC1CC1)C(Cc1ccccc1)NS(=O)(=O)c1ccccc1F (centres undefined)	-11	11	-1	1	-8	-8	1	0.7	-2	8
CCN(CC)S(=O)(=O)c1cc(NC(=O)CCCOc2ccc(C(C)=O)cc2)ccc1C	-2	-5	-2	-1	-11	18	0	1.9	2	11
CCOc1cc2c(C#N)c(N(CC)CC)nc(N)c2c(N)n1	5	0	1	-4	36	-18	-10	0.5	nt	-36
O=C(CCN1C(=O)c2ccccc2C1=O)N1CCOCC1	2	8	-2	-1	-18	-8	-13	1.3	15	18
CCOc1ccccc1N1CCN(Cc2c(C)n(C)n(-c3ccccc3)c2=O)CC1	-8	-16	-3	-6	-11	-17	3	0.7	nt	11
CN(C)CCN(C(=O)C1CCN(S(=O)(=O)c2cccs2)CC1)c1nc2c(F)cccc2s1	-13	6	-1	-5	-2	-25	-15	2.0	2	2
COc1cc(-c2c(C#N)c(N)nc3[nH]c(=S)[nH]c(=O)c23)ccc1O	-2	7	5	2	-9	-12	-6	-0.6	-2	9
COCc1cc(C)nc(OCC(=O)N/N=C/c2ccc(OC)c(OC)c2)c1C#N	4	4	0	1	20	-4	9	-0.6	2	-20

High-throughput results deposited in PubChem by several laboratories.
